# Screens deposited in PubChem BioAssay by several laboratories.
# NF-kB expr up – activators of NF-kB expression in neurons, primary screen, cell-based, HTS. human neuronal cells, NF-kB reporter expression; stronger effect = higher value. fold change at 12.5 µM. 1.6% of 190,000 active. AID 1239, 2008; in the data active = fold change above about 3.3
# APP transl inh – inhibitors of APP translation via 5'UTR reporter, primary screen, APP 5'UTR luciferase, SH-SY5Y cells. 0.82% of 190,000 active. inhibition, % at 2 µM. SH-SY5Y APP 5'UTR-luciferase reporter, luminescence;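 active = inhibition above a set limit, derived from the sample mean plus 3 SD, cut at about 45% in these data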; note: values of inactives mirror those of a sister screen read the other way
# STAT3 activator – IL-6 driven STAT3 reporter potentiators, primary screen, U3A cells, luciferase, luminescence, MLSCN library; IL-6 STAT3-luciferase reporter; 100% = signal with IL-6 EC80 alone; activation (% of control), % at 5.6 µM; 0.91% of 190,000 active;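 active = activation above the screen-wide mean of compound activation plus 3 SD, cut at about 130% in these data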;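 note: 0% = background luminescence of wells with medium and substrate only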
#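 Material: STAT3-luciferase reporter U3A cells. Controls: IL-6-treated wells, 100% activation. Read-out: % activation versus median of IL-6-stimulated wells. Probe or stimulus: IL-6 stimulus at 33 ng/mL final. Timing: compound 1 h, then IL-6 6 h at 37 °C. Signal: reporter luminescence signal.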
# STAT3 blocker – IL-6 driven STAT3 reporter inhibitors, primary screen, U3A cells, luciferase, luminescence, MLSCN library; IL-6 STAT3-luciferase reporter; host cell line lacks STAT1; inhibition, % at 5.5 µM; 0.89% of 190,000 active; AID 862, 2007;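 active = inhibition above the mean inhibition across all screened compounds plus 3 SD, cut at about 44% in these data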;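 note: 0% = DMSO only wells and 100% = 100 µM nifuroxazide control wells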
# ROMK mod – ROMK potassium channel modulators, primary screen, cell-based, thallium flux, MLSMR library. ATP-sensitive inward rectifier potassium channel 1 (Homo sapiens), P48048. Tet-inducible ROMK, thallium flux fluorescence; actives lie on both sides. B-score at 10 µM. 2% of 130,000 active;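 active = signal ratio slope over the read window, or its plate-corrected B-score, at least 3 SD from the plate mean, either direction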;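 note: B-score of the F/F0 ratio slope over 7 to 12 s after thallium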
# Target sequence (P48048 whole entry, looked up): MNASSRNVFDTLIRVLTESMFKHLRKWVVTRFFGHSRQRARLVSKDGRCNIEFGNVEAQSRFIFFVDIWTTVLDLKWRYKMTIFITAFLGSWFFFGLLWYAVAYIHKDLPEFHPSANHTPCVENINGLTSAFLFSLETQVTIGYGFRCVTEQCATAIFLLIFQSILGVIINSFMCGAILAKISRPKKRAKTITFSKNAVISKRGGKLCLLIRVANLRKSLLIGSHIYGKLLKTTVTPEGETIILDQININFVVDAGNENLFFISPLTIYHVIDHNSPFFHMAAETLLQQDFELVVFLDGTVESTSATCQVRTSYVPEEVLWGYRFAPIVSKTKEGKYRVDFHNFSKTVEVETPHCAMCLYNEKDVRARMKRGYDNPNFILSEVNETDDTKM
# APP 5'UTR act – activators of APP 5'UTR luciferase reporter, primary screen, SH-SY5Y cells; SH-SY5Y APP 5'UTR luciferase reporter, luminescence; zero percent = DMSO vehicle wells; activation, % at 2 µM; 1% of 190,000 active;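 active = activation above a set limit, based on mean plus 3 SD of controls, cut at about 140% in these data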; note: values of inactives mirror those of a sister screen read the other way
# FLuc inh counter – firefly luciferase enzyme inhibitors, primary screen, artefact control for luciferase-based inhibitor screens, biochemical, luminescence, ATPLite; Luciferin 4-monooxygenase (Photinus pyralis), P08659; 10 min; inhibition, % at 10 µM; 1.5% of 200,000 active;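 active = inhibition above about 50% when tested at 10 µM, limit read from the data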
# Target sequence (P08659 whole entry, looked up): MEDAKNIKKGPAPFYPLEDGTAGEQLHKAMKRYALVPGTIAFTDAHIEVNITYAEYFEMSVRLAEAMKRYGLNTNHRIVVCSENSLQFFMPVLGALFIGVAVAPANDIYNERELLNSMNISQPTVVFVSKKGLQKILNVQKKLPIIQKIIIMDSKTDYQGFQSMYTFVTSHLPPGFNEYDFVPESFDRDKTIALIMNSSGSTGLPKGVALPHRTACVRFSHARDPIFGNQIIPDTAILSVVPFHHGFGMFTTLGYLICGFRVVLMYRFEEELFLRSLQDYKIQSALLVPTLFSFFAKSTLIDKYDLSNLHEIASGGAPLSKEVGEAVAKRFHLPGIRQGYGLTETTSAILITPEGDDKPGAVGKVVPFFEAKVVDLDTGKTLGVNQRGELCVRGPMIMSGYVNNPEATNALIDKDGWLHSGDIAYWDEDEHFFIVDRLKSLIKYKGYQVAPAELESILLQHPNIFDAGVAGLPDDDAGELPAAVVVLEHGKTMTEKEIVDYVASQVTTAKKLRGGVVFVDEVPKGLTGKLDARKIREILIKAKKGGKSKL
# STAT1 act – STAT1 signaling activators, primary screen, cell-based, HTS, luciferase reporter | AID 932, 2007 | 2.6% of 200,000 active | activation (% of control), % at 5.5 µM | NIH 3T3 STAT1-luciferase reporter, IFN-gamma, luminescence; 100% = IFN-gamma alone, no compound;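 active = activation above the screen-wide mean activation plus 3 SD, cut at about 130% in these data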;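 note: raw ratio to IFN-gamma control signal so 100% means no change and 0% no light; values of inactives mirror those of a sister screen read the other way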
# FLuc act counter – FLuc activators, initial screening, artefact control for FLuc-dependent activation tests, biochemical, ATPlite luminescence. Luciferin 4-monooxygenase (Photinus pyralis), P08659. ATPlite luciferase biochemical, 10 min; 0 = ATP-free wells, 1 = DMSO control. activation factor at 10 µM. 200,000 tested, under 10 active;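 active = luciferase activation factor, scaled between plate controls, of at least 2 with compound at 10 µM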
#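 Material: luciferase plus luciferin reagent, cell-free. Medium: PBS buffer for ATP. Also added: ATP substrate, dispensed from a 10.24 µM working solution in PBS. Doses: test compounds dosed from 2 mM stocks in 100% DMSO. Incubation: 10 min post-reagent at room temperature. Technique: light output (luminescence). Read-out basis: luminescence gain marking luciferase activators.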
# STAT1 blocker – STAT1 signaling inhibitors, primary screen, cell-based, HTS, luciferase reporter; NIH 3T3 STAT1-luciferase reporter, IFN-gamma, luminescence; inhibition, % at 5.5 µM; 0.35% of 200,000 active; AID 920, 2007;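 active = inhibition above a set limit, the mean inhibition across all tested compounds plus 3 SD, cut at about 34% in these data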;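 note: 0% = IFN-gamma with DMSO and 100% = IFN-gamma with 300 µM nifuroxazide; values of inactives mirror those of a sister screen read the other way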
# An asterisk follows results filed as active; . = no result given.
Molecule,NF-kB expr up,APP transl inh,STAT3 activator,STAT3 blocker,ROMK mod,APP 5'UTR act,FLuc inh counter,STAT1 act,FLuc act counter,STAT1 blocker
CC(C)=C1C(=O)NN(c2ccc(C)c(Cl)c2)C1=O,1.1,-17,97,8,1,17,1,94,1,7
CCn1c(=O)cc(SCC(=O)NCc2ccc3c(c2)OCO3)c2ccccc21,1.2,10,85,20,.,-10,-6,93,1.1,7
Cc1csc(NC(=O)CSc2ncc(-c3ccccc3)[nH]2)n1,1.5,-13,94,5,.,13,0,104,1,-4
Cn1nnnc1SCC(=O)NNC(=O)c1ccc(Br)cc1,1.1,4,100,5,0.087,-4,-6,95,1.1,7
O=C(Cc1cc(=O)[nH]c(=O)[nH]1)NCC1CCCO1 (configuration not stated),1.1,-6,99,7,.,6,-9,106,1.1,-6
CCOC(=O)N1CCN(S(=O)(=O)c2ccc3[nH]cc(C(=O)O)c(=O)c3c2)CC1,0.94,-1,104,-1,0.083,1,-7,105,1.1,-5
Cc1ccccc1-n1c(SCc2ccccn2)nc2n[nH]c(C)c2c1=N,0.4,-22,85,22,.,22,-6,93,1.1,8
CS(=O)(=O)c1ccc2nc(NC(=O)Oc3ccccc3)sc2c1,1.1,0,98,5,1.4,0,6,105,0.9,-6
CC(=O)N1[C@@H]2CC3C4CC=C5C[C@@H](O)CC[C@]5(C)C4CC[C@]3(C)[C@@]21C(C)=O (some centres not stated),1.3,-2,96,3,-0.36,1,-1,96,1,6
O=C(CCN1CCC(c2ccccc2)C1)c1cccs1 (configuration not stated),1.5,-7,100,0,.,7,0,97,1,3
Cc1cc2c(N=O)c(NO)ccc2[nH]1,0.56,25,87,24,0.3,-25,-2,100,1,0
OC1CN=C2Sc3ccccc3N2C1 (configuration not stated),1,0,105,-6,-0.015,0,-7,96,1.1,4
Cc1cc2oc(C(=O)NCCc3ccc(S(N)(=O)=O)cc3)c(C)c2cc1C,1,-2,99,6,-0.47,2,2,95,1,2
N#Cc1c(SCc2nc3ccccc3[nH]2)nc2c(c1C(F)(F)F)CCC2,.,-5,174*,-89,.,5,.,117,.,-18
CC1(C)Cc2c(sc(NC(=O)c3ccccc3Cl)c2C(=O)O)CO1,1,12,97,6,0.41,-12,6,106,0.9,-8

# (continued)
Molecule,NF-kB expr up,APP transl inh,STAT3 activator,STAT3 blocker,ROMK mod,APP 5'UTR act,FLuc inh counter,STAT1 act,FLuc act counter,STAT1 blocker
CCCC(=O)Nc1nc2ccc(NC(=O)c3ccc(Br)o3)cc2s1,0.58,7,91,13,-0.21,-7,-8,98,1.1,1
N#Cc1c(C(F)(F)F)cc(C2CC2)[nH]c1=O,1,7,100,0,.,-7,-7,103,1.1,-6
COc1ccc(S(=O)(=O)N2CCSC2)cc1C,1.1,-6,95,10,.,6,0,98,1,2
Cc1ccc(/C=N/N2CCOCC2)s1,1,-12,100,6,0.054,12,6,121,0.9,-24
Cc1csc(NC(=O)CSc2ncn(-c3ccccc3)n2)n1,0.88,2,103,-1,.,-2,-5,96,1.1,4
COc1cc(NS(=O)(=O)N2CCCC2)cc(OC)c1OC,1.4,-4,100,0,0.18,4,-4,97,1,4
Cc1cc(C)nc(SCc2nnc(SCc3ccc([N+](=O)[O-])cc3)n2Cc2ccco2)n1,0.71,-23,83,23,-0.48,23,-6,79,1.1,23
CCOC(=O)c1c(Nc2nc(C)c(C(=O)NC)s2)sc(C)c1C,0.53,-10,87,18,0.17,10,-2,105,1,-5
COC(=O)c1sccc1NC(=O)c1ccc(Br)o1,1.2,4,114,-5,.,-4,-6,107,1.1,-7
COC(=O)c1ccc(C2C(C(=O)Nc3ccccc3C)=C(C)Nc3ncnn32)cc1 (configuration not stated),0.93,-2,97,5,0.88,2,-6,103,1.1,-3
COc1ccc(N2CCN(CCCNC(=O)CC3Oc4ccc(C)cc4NC3=O)CC2)cc1 (configuration not stated),0.81,-11,100,0,.,11,1,98,1,3
O=C(CC1NCCc2ccccc21)Nc1cccc(Cl)c1 (configuration not stated),1.1,-7,100,7,-0.76,7,-5,114,1.1,-17
Cc1cccc(OCC(=O)N/N=C2/SCC(=O)N2Cc2ccco2)c1,0.92,4,98,4,-0.76,-4,-6,109,1.1,-9
COc1cc(CCC(=O)Nc2ccc(Br)c(C(F)(F)F)c2)cc(OC)c1OC,0.81,6,102,1,0.41,-6,-8,96,1.1,4
Cc1ccc(-c2ccc(/C=C3\SC(N4CCOCC4)=NC3=O)o2)cc1,0.49,17,100,5,-2.8,-17,4,101,1,-2

# Additional records follow:
Molecule,NF-kB expr up,APP transl inh,STAT3 activator,STAT3 blocker,ROMK mod,APP 5'UTR act,FLuc inh counter,STAT1 act,FLuc act counter,STAT1 blocker
CCOC(=O)c1ccc2nc(CCC(=O)N[C@H](C(=O)OC)C(C)C)c(=O)n(CC)c2c1,0.81,-5,105,-4,0.63,5,0,102,1,-3
COC(=O)C(C)n1cnc2c(cnn2-c2ccc(Cl)cc2)c1=O (configuration not stated),1.2,-6,98,8,.,6,2,129*,1,-32
O=C(/C=C\NCC(=O)c1ccccc1)c1ccc(F)cc1,1.1,-3,93,14,.,3,1,112,1,-13
CCCNC(=O)c1c(N)n(-c2ccc3c(c2)OCO3)c2nc3ccccc3nc12,1.4,-2,98,8,.,2,-6,102,1.1,-2
CCOc1ccccc1C1CC(c2ccc(F)cc2)Nc2nc(N)nn21 (configuration not stated),0.88,-2,110,-6,.,2,-4,103,1,-3
Cn1c(=S)n(CCC(=O)O)c2ccccc21,1.3,7,105,3,0.044,-7,-6,101,1.1,0
CCOC(=O)c1sc(NC(=O)CSc2nc(C)cc(C)c2C#N)c(C#N)c1C,0.87,17,106,-5,.,-17,1,101,1,-1
Cc1ccc(NC2=NC(c3ccccc3)n3c(nc(C)cc3=O)N2)c(C)c1 (configuration not stated),1,-1,102,1,.,1,-8,97,1.1,4
Cc1cccc[n+]1CC(=O)Nc1ccc([N+](=O)[O-])cc1Cl,1.1,1,108,-4,.,-1,-3,101,1,-1
O=C(O)CNC(=O)c1cccc(C(F)(F)F)c1,1.1,7,101,6,-0.16,-7,-2,109,1,-11
S=c1[nH]nc(C2CC2)n1Cc1ccco1,1.4,2,97,4,0.18,-3,-6,99,1.1,1
CCOc1ccc(/C=C/[N+](=O)[O-])c2ccccc12,1.6,-3,137*,-36,-3.8*,3,-7,105,1.1,-5
N#CCC(=O)Nc1nc(-c2ccc3c(c2)OCCO3)cs1,0.55,-51,111,-2,-0.0012,51,37,165*,0.6,-71
NC(=O)SCC(=O)Nc1ccc(Cl)cc1,1.2,-8,90,18,.,8,-4,108,1,-9
COc1ccc(C(=O)N[C@H](C(=O)NCC2CCCCC2)C(C)C)cc1,1,-18,103,0,.,18,0,103,1,-3

# (next part)
Molecule,NF-kB expr up,APP transl inh,STAT3 activator,STAT3 blocker,ROMK mod,APP 5'UTR act,FLuc inh counter,STAT1 act,FLuc act counter,STAT1 blocker
Cc1ccc(S(=O)(=O)N2CCCCC2)cc1NS(=O)(=O)c1cccc(C(=O)O)c1,0.98,-6,103,-1,.,6,-4,97,1,3
C=CCN1C(=O)/C(=C2/Sc3ccc(OC)cc3N2C)SC1=NCc1ccccc1,1.2,-11,92,19,-1.7,11,1,103,1,-4
Cc1ccc(CCNc2ccc3ccccc3c2)cn1,1,-10,110,-8,-1.4,.,.,99,.,0
Cc1ccc(-c2nnn(CC(=O)N(Cc3ccco3)C(C(=O)NC3CCCC3)c3cccs3)n2)o1 (configuration not stated),1.1,-11,93,13,.,11,-6,94,1.1,7
Cc1cc(N2CCC(C)CC2)nc(SCC(=O)c2ccccc2)n1,0.6,9,87,16,.,-9,-6,102,1.1,-2
CC(C)CC(=O)N1CC(C)N(C(=O)CC(C)C)CC1C (configuration not stated),1.3,-19,99,2,1.1,19,-2,102,1,-3
Cc1cccc(-n2c(SCC(=O)N3CC(=O)Nc4ccccc43)nc3ccccc3c2=O)c1C,0.58,1,90,14,-0.09,-1,-3,96,1,5
COc1ccccc1NC(=O)N1CCN(c2ncccn2)CC1,1.1,10,97,8,.,-10,-4,102,1,-2
CCOC(=O)c1nnc(-c2ccccc2)nc1Sc1ccccc1Cl,0.77,4,92,14,0.78,-4,-9,91,1.1,10
Cc1ccc2cc(C)c(SCC(=O)NCc3ccco3)nc2c1,1.2,8,87,20,-0.31,-8,-1,95,1,5
C=CCNC(=O)COC(=O)c1cc(S(=O)(=O)N2CCOCC2)ccc1N1CCCCC1,1.1,-13,96,4,0.28,13,-3,103,1,-3
COc1ccc2nc(NCCNC(=S)NCCCN3CCOCC3)c(C#N)cc2c1,1.3,-8,101,0,.,8,0,100,1,-1
CCCC(=O)Nc1nc2nc(C)cc(=O)n2[nH]1,1,6,97,8,0.33,-6,1,103,1,-3
Cc1nn(Cc2ccc(Cl)cc2Cl)c(C)c1NC(=O)c1nn(C)cc1Cl,1,-5,94,11,.,5,-6,99,1.1,1
CC(C)N(N=Nc1ccc([N+](=O)[O-])cc1)C(C)C,0.88,-10,94,11,.,10,-4,87,1,14

# More results.
Molecule,NF-kB expr up,APP transl inh,STAT3 activator,STAT3 blocker,ROMK mod,APP 5'UTR act,FLuc inh counter,STAT1 act,FLuc act counter,STAT1 blocker
C=CCn1c(SCC(=O)N2CCN(c3ccccc3)CC2)nnc1-c1ccco1,0.9,10,100,4,.,-10,-5,108,1.1,-9
COC(=O)c1nnn(-c2nonc2N)c1CSc1nc2ccccc2o1,1.6,-15,104,3,-1.3,15,-5,99,1,1
O=C(NNC1=NS(=O)(=O)c2ccccc21)c1ccccc1Cl,0.98,6,100,4,0.1,-6,6,110,0.9,-13
COc1ccc(-n2c(=O)[nH]cc(C(=O)Nc3ccc4c(c3)OCCO4)c2=O)cc1,0.96,-9,95,8,-0.06,9,1,99,1,1
CCOC(=O)NC(=O)/C(C#N)=N/Nc1ccc(F)cc1,1.2,-2,108,-12,-0.65,2,-2,99,1,1
COc1ccc(-n2c(C)cc(C(=O)COC(=O)c3cc(OC)c(OC)cc3NC(=O)c3cccs3)c2C)cc1,1.1,-30,102,4,.,30,-9,97,1.1,3
COc1ccc(-n2c(-c3ccco3)n[nH]c2=S)cc1,1,12,100,3,0.56,-12,8,101,0.9,-1
COC(=O)c1cc(OC)c(OC)cc1NC(=O)c1c(-c2ccccc2)noc1C,0.67,3,105,-6,.,-3,-5,98,1.1,2
CC(=O)NCCC(=O)N1CCc2c([nH]c3ccccc23)C1c1cccc(C)c1 (configuration not stated),1.3,-26,147*,-50,-0.47,26,-4,104,1,-6
